From PubChem BioAssay
DSG3 Ab inh: inhibitors of pemphigus antibody binding to DSG3, primary screen, biochemical, bead-based, flow cytometry, scFv-GFP. Desmoglein-3 (Homo sapiens), P32926. DSG3-coupled beads, scFv-anti-DSG3-GFP binding; stronger effect = lower value. binding (percent of control), % at 10 µM. 0.48% of 310,000 active. AID 588358, 2011;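 active = binding more than 3 SD below its plate's average and above zero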;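 note: hits lower antibody fragment binding to DSG3; some compounds called inactive have numbers as strong as hits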
Target sequence (P32926 whole entry, looked up, the tested form may be a part): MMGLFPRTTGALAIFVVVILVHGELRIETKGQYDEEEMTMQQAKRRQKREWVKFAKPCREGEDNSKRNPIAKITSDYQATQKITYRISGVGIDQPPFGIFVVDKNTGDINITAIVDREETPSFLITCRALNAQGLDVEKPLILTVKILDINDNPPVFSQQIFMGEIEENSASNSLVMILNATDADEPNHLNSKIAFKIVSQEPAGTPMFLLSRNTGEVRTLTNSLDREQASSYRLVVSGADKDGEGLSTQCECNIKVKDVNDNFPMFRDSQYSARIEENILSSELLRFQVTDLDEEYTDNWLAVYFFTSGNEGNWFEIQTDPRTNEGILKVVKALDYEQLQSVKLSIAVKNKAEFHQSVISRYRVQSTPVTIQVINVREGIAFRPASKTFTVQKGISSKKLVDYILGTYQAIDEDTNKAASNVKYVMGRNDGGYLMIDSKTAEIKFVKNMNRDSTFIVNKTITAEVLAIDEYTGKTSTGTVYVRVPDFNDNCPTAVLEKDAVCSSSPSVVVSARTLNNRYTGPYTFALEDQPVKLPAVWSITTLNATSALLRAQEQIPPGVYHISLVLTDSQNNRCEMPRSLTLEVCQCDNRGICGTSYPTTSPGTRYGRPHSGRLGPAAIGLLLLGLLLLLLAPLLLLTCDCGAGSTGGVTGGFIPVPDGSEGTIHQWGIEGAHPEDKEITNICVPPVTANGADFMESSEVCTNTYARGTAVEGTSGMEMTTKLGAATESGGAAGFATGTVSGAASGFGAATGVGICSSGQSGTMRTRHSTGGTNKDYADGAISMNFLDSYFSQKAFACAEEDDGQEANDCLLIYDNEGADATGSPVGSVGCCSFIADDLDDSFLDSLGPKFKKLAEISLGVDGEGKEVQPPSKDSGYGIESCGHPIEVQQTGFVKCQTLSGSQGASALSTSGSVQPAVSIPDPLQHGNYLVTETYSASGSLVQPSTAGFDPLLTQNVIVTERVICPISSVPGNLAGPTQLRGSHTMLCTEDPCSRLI
CAL PDZ FP-1: untagged CAL PDZ binding inhibitors, primary screen, biochemical, fluorescence polarization, HTS. Golgi-associated PDZ and coiled-coil motif-containing protein (Homo sapiens), Q9HD26. purified CAL PDZ, TMR-peptide fluorescence polarization, 1 h. inhibition, % at 24.9 µM. 0.92% of 300,000 active. AID 602252, 2012;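 active = mean inhibition of at least 30% with at least half of replicates also reaching 30%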;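 note: 0% = DMSO neutral control and 100% = excess unlabeled competitor peptide PRC23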
NSD2 HMT inh: NSD2 histone methyltransferase inhibitors, primary screen, biochemical, AlphaScreen, single concentration, set 2; Histone-lysine N-methyltransferase NSD2 (Homo sapiens), O96028; NSD2 peptide methylation, 120 min; inhibition, % at 12.5 µM; 0.54% of 310,000 active; in the data active = inhibition above about 50%
Cardiac RTF inh: cardiac RTF calcium sensitivity inhibitors, primary screen, biochemical, IANBD-TnC fluorescence, EC70 calcium | Troponin I, cardiac muscle (Homo sapiens) + Troponin T, cardiac muscle (Homo sapiens) + … | IANBD-labeled cardiac RTF, Ca2+ fluorescence | inhibition, % at 7.15 µM | 0.12% of 340,000 active | AID 493244, 2011;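 active = inhibition above the mean inhibition of all tested compounds plus 3 SD, cut at about 17% in these data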;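 note: assay run at fixed EC70 calcium of 1.6 mM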
DAGLB inh: DAGLB lipase inhibitors, primary screen, biochemical, fluorescence, HTS. inhibition, % at 5.17 µM. HEK293T DAGLB membrane lysate, EnzChek fluorogenic substrate. 0.059% of 340,000 active. AID 504411, 2011; in the data active = inhibition above about 34%;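 note: 0% = enzyme with vehicle and 100% = wells lacking enzyme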
C-LANA FP: inhibitors of KSHV C-LANA binding to DNA, primary screen, biochemical, fluorescence polarization, FAM-LBS DNA, MBP-C-LANA, single point; Kaposi's sarcoma herpesvirus LANA C-terminal domain (residues 932-1162) DNA binding; 0.078% of 340,000 active; inhibition, % at 9 µM;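 active = highest replicate inhibition at or above 60% at 9 µM, even if other replicates fall short; inactive = all replicates below 60% inhibition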;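 note: 0% = neutral control wells and 100% = 4 µM acridine orange control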
CAL PDZ FP-2: CAL PDZ peptide-binding inhibitors, primary screen, biochemical, fluorescence polarization, Cer-tagged CAL PDZ, HTS | Golgi-associated PDZ and coiled-coil motif-containing protein (Homo sapiens), Q9HD26 | purified CAL PDZ, TMR-peptide fluorescence polarization, 1 h | inhibition, % at 20 µM | 0.02% of 330,000 active | AID 504414, 2011;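 active = highest replicate inhibition of at least 40%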;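 note: plate controls were DMSO neutral control wells for no effect and unlabeled competitor peptide control wells for full effect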
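Read-out basis: mP drop reported as inhibition | Assay system: Tagged CAL PDZ protein CerCALP, purified | Benchmarks: Unlabelled peptide for full inhibition, DMSO wells as neutral | Schedule: 1 h incubation at room temperature before polarization reading | Buffer or medium: Sodium phosphate/NaCl buffer pH 7.4 with TCEP, IgG, Thesit | Doses: Single point, 20 µM | Measured by: Fluorescence polarization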
Arr AP2 block: inhibitors of beta-arrestin/AP2 binding, primary screen, biochemical, GPCR trafficking, flow cytometry; 0.31% of 340,000 active; beta-arrestin 1 C-terminal peptide binding to AP2 beta2-adaptin appendage (human); FITC-arrestin peptide / GST-AP2 beads; AP2 beta2 appendage carries R879A mutation; inhibition, % at 10 µM;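 active = inhibition above a set limit, near 3 SD of compounds lacking own fluorescence, cut at about 54% in these data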;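 note: plate controls were DMSO wells for no effect and 5 µM unlabelled arrestin peptide for full effect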
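Measured by: flow cytometry, FL1 (488/535 nm); Material: AP2 appendage R879A on GSH beads; Evaluation: percent response; Timing: pre-incubation 12 min, peptide binding 1 h, room temperature; Also added: 50 nM FITC-arrestin peptide; Medium: PBS with 0.05% Tween 20 and 0.1% BSA.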
V-ATPase pHluor: regulators of yeast V-ATPase proton pumping, primary screen, pHLuorin cytosolic pH fluorescence | S. cerevisiae | response, % at 10 µM | 0.37% of 350,000 active; in the data active = response mostly above about 7.3%, no sharp cut-off; inactive = mostly below about 5.4%; note: actives read high; inactives centre near 0; some compounds called inactive have numbers as strong as hits
Keap1-Nrf2 PPI: Keap1-Nrf2 protein-protein interaction inhibitors, primary screen, biochemical, fluorescence polarization, single point; 0.15% of 340,000 active; inhibition, % at 9.4 µM; AID 504523, 2011; Keap1 Kelch-Nrf2 peptide fluorescence polarization, 1536-well; Kelch-like ECH-associated protein 1 (Homo sapiens), Q14145; in the data active = inhibition above about 12%;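 note: human Keap1 Kelch domain with fluorescein labeled Nrf2 9mer peptide probe; 0% = neutral control wells and 100% = peptide positive control; higher means more block of Keap1 binding to Nrf2 peptide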
The depositor's hits bear a star; nt = no result given.

Values run as follows: DSG3 Ab inh, CAL PDZ FP-1, NSD2 HMT inh, Cardiac RTF inh, DAGLB inh, C-LANA FP, CAL PDZ FP-2, Arr AP2 block, V-ATPase pHluor, Keap1-Nrf2 PPI
COc1ccc(C2(c3ccc(OC)cc3)NC(=O)N(CC(=O)Nc3ccccc3C)C2=O)cc1
    nt, 7, 0, -5, -2, 1.6, -1.5, 19, -2, 2
O=C1CC(C(=O)Nc2ccc(F)c(Cl)c2)N=C(N2CCCCC2)N1 (stereo not given)
    102, -5, 1, -12, 3, -0.7, -5.8, -9, 0, -3
COc1ccc(C)cc1NC(=O)CN(c1ccc(C)cc1)S(C)(=O)=O
    98, -3, -2, -14, 1, -0.3, -1.3, 14, 3, -2
CCOC(=O)N1CCC(NC(=O)c2oc3c(c2C)-c2[nH]ncc2CC3)CC1
    102, -3, 30, -4, -1, 0.7, -1.1, -8, 2, -2
COCCOc1cc(COC)nc(-c2cccc(C)c2)n1
    101, -3, -3, nt, nt, -0.9, -0.3, 10, -2, 0
COc1ccc(CNC(=O)[C@H](C)N2C(=O)N3CCc4c([nH]c5ccc(OC)cc45)[C@@]3(C)C2=O)cc1
    109, 10, nt, -6, -3, 1.4, 0.2, -1, -1, -4
Cc1ccc(C(=O)O)cc1NS(=O)(=O)c1ccc2ccccc2c1
    96, -3, -2, -3, 1, 1.1, -1.1, 12, -2, -1
COc1cccc(/C=N/n2c(=S)n(C)c3cc(C)c(C)cc32)c1OC
    101, -3, 4, 2, -2, -1.3, -1.2, 5, 8, -6
CC1CCN(S(=O)(=O)c2cccc(C(=O)NCc3ccco3)c2)CC1
    90, nt, 2, -3, -1, 0.5, -0.1, 1, -2, -5
O=C(CNC(=O)c1ccc(Br)cc1)c1ccc(Br)cc1
    111, 3, -4, -7, -6, 2.2, -0.5, -1, -1, 1
CN(C1CCCCC1)S(=O)(=O)c1ccc(SCC(=O)NC(C)(C)C)nc1
    95, 0, 1, 4, -3, -0.2, -1.3, -4, 0, -3
c1cncc(-c2nc(NCC3CCCO3)c3ccccc3n2)c1 (stereo not given)
    104, 8, nt, -5, -3, 0.1, -2.7, -2, 6, 3
Cc1ccc(NC(=O)c2noc3c2CCCCC3)cc1
    107, 1, -1, -6, -4, 0.5, -0.1, 18, 3, 4
Cc1c(Cl)cccc1NC(=O)CSc1nnc(C)n1CC1CCCO1 (stereo not given)
    116, -2, nt, 4, -2, -0.2, -2.8, 5, -1, -1
Cc1coc(C)c1C(=O)CC1(O)C(=O)N(CCc2ccccc2)c2ccccc21 (stereo not given)
    103, nt, 2, -4, 3, -1.0, -0.5, 6, -1, -10
CC1(C)CC(=O)c2c(nn(-c3ccccc3)c2N)C1
    82, -3, 0, -11, -5, -2.1, -1.9, 15, -1, -1
CC(O/N=C/c1ccccc1OC(F)F)C(=O)Nc1cccc(S(=O)(=O)N2CCOCC2)c1 (stereo not given)
    83, -2, -1, -3, -3, 1.1, 0.3, -2, -3, -1
Cc1nc(-c2cc(-c3nc(-c4ccc(C(F)(F)F)cc4)no3)no2)cs1
    110, nt, -1, 9, 1, -1.2, -0.3, -5, -1, 4
O=C(Nc1cc(C(=O)N2CCN(c3ccccc3O)CC2)ccc1Cl)c1cccs1
    100, -3, 2, -18, -2, 0.0, -3.8, 31, -1, -2
Cc1cc(C)c(C(=O)COC(=O)Cn2nc(-c3ccccc3)oc2=O)cc1C
    98, nt, -2, -12, -10, 0.0, 0.3, 1, -2, -2
COc1cc(OC)c(OC)cc1CCC(C)NCCC(c1ccccc1)c1ccccc1 (stereo not given)
    100, -5, 71*, -4, -1, -0.3, 0.4, 25, -3, 1
O=C(Nc1ccc2c(c1)OCCO2)c1ccc(Br)cc1
    105, -1, -1, 6, 0, 4.0, nt, 13, 9, -1
CC1CCC(C(C)C)C(OC(=O)Cn2c(-c3ccc(Cl)cc3)[n+](C)c3ccccc32)C1 (stereo not given)
    104, -4, nt, -2, 5, 0.7, -3.4, 13, 0, -1
Cc1ccc(N(C(=O)CNC(=O)c2ccco2)C(C(=O)NC2CCCC2)c2ccncc2)cc1F (stereo not given)
    nt, nt, -2, -6, 1, 0.2, 0.6, 23, -1, -2
CC(Oc1ccc2ccc(=O)oc2c1)C(=O)N1CCOCC1 (stereo not given)
    120, -1, 2, -23, 0, 0.1, -0.7, -10, 3, -1
Oc1ccc2[nH]ccc2c1
    105, -2, 2, 3, 0, -0.5, 0.5, -1, 2, -1
CC1=Nc2cc(C(=O)NCCCOC(C)C)ccc2Sc2ccc(C)cc21
    101, -2, nt, 3, -1, -17, -0.8, 45, -2, 2
CCOC(=O)[C@H]1[C@H]2COc3ccc(Cl)cc3[C@@H]2N2C(=O)c3ccc(F)cc3NC(=O)[C@@]12C
    99, -7, nt, 6, -5, 1.0, -1.9, -1, -4, 5
COC(=O)CCc1c(COC(C)=O)[nH]c(C(=O)OCc2ccccc2)c1C
    93, -5, -3, -11, -2, -0.2, -0.4, -8, 2, -3
CC1(C)CC(=O)C2=C(C1)NC(=O)NC2c1ccc([N+](=O)[O-])cc1 (stereo not given)
    124, nt, -1, -23, 0, 0.2, -0.4, -2, -2, 3
CC(C)N(C(=O)[C@H]1C[C@H](CC(=O)NCCCN(C)C)C(=O)N2CCc3c([nH]c4ccc(Cl)cc34)[C@]12C)C(C)C
    102, -3, nt, -2, -2, -0.4, -1.1, -1, 2, 0
COc1ccc(N/C(=C/[N+](=O)[O-])SC)cc1
    106, 10, 0, 4, -2, 1.5, -1.0, 12, -2, -1
Cc1ccc2c(c1)N(C(=O)CCC(=O)NCCCN1CC(C)CC(C)C1)CCO2 (stereo not given)
    106, nt, nt, -5, 1, 0.4, -3.6, 3, -1, -1
O=C(COc1ccccc1F)NNC(=O)c1ccc(N2CCCCC2)c([N+](=O)[O-])c1
    99, 0, 7, 1, 5, -0.4, -1.4, -10, 0, 3
Cc1ccc(CNC(=O)C2CCC(=O)N(CC3CCCCC3)C2)o1 (stereo not given)
    100, -3, -3, 6, 0, 2.7, -1.6, -15, 0, 3
COc1ccc(C(C(=O)NC2CCCCC2)N(C(=O)c2sc(C)nc2C)c2ccc(OC)cc2)cc1 (stereo not given)
    97, -2, 2, -4, -4, 0.7, -2.4, -4, 4, 2
CC(=O)OC(COc1ccccc1)Cn1cnc2cc(C)c(C)cc21 (stereo not given)
    102, -2, 3, 8, -1, 1.3, -2.3, 32, 3, 0
CCC(C(=O)Nc1cccnc1)c1ccccc1 (stereo not given)
    103, -1, -8, -6, 2, -0.6, -1.8, 29, -6, -1
Cc1ccc(C(=O)COc2nc(C)cc(C)c2C#N)cc1
    97, 3, 9, -14, -6, -1.1, 0.2, 5, 8, -4
O=C(NC1CCCC1)C(c1cccs1)N(CC1CCCO1)C(=O)Cc1cccs1 (stereo not given)
    96, -4, 2, 2, 2, 1.4, -0.4, 3, -2, -3
O=C(COC(=O)/C=C/c1cccs1)NC1CC1
    106, 2, -1, -6, 0, -0.6, -3.1, 1, 4, 0
CCCn1c(=C(C#N)C#N)s/c(=C2\C=Cc3ccccc3N2CC)c1=O
    111, 55*, -3, -2, -2, 0.1, 0.1, 4, 0, -4
OC(c1ccccc1)C(CN1CCOCC1)c1ccccc1 (stereo not given)
    91, -4, 1, -13, 0, -2.4, -2.0, 13, -1, -2
CCCC(C)NC(=O)CN1C(=O)c2cccc3cccc1c23 (stereo not given)
    103, 0, -1, 3, 1, 0.5, -1.0, -4, -2, 2
CCOC(=O)C1C(=O)C(C(=O)OCC)C(c2cccnc2)NC1c1cccnc1 (stereo not given)
    96, -2, -3, 0, 2, -0.5, -1.0, -1, 1, 2
O=C(CCN1C(=O)c2ccc([N+](=O)[O-])cc2C1=O)Nc1cccc(O)c1
    118, -5, 0, -7, -1, 0.6, -0.9, -3, 2, -11
CCOC(=O)Cn1nc(-c2ccccc2)c2cnc3ccc(CC)cc3c21
    90, nt, nt, 2, -16, 1.5, -1.1, -4, 4, -2
COc1ccc(C2NC(=S)NC3=C2N2CCC3CC2)cc1 (stereo not given)
    nt, 2, -3, -16, 2, -0.7, -6.1, 23, -3, 2
CCOC(=O)N1CCN(C(=O)CSc2nnc(-c3cc(OC)cc(OC)c3)o2)CC1
    99, -1, 2, -3, -1, -1.1, -0.3, 6, 3, -5
CCN(CC)S(=O)(=O)c1cc(C(=O)OCC(=O)Nc2cccc(Br)c2)ccc1F
    106, -3, -2, 0, -8, -1.1, -3.3, nt, 2, 1
Cc1ccc(N(C(=O)CNC(=O)c2ccco2)C(C(=O)NC2CCCC2)c2ccncc2)cc1C (stereo not given)
    109, 2, -2, -12, 2, -0.9, -3.0, -13, -6, 2
CCOc1ccc(N(C(C)C(=O)NN=C2CCCCCCC2)S(C)(=O)=O)cc1 (stereo not given)
    105, -1, 1, 6, -2, 1.0, -3.0, -6, 1, -1
O=c1c(-c2ccco2)[n+]([O-])c2ccccc2n1OCc1ccccc1[N+](=O)[O-]
    105, -2, -6, -9, 2, -0.4, 0.4, 13, 0, -8
Cc1ccc(-c2nc3c(c(=O)c4ccccc4n3C)c(=O)n2-c2ccc(F)cc2)cc1
    109, nt, -4, -5, -3, -4.2, -1.1, -13, -4, 0
CC(=O)Nc1ccc(CN2CCc3c([nH]c4ccccc34)C2c2ccccn2)cc1 (stereo not given)
    99, 6, 30, -4, -2, -0.2, -0.2, 15, 2, -2
O=C(C1CCCN(S(=O)(=O)c2cc(Cl)ccc2Cl)C1)N1CCOCC1 (stereo not given)
    113, -3, 0, 1, -2, -0.9, -1.3, -3, 1, -1
O=C(NC1CC1)c1cc(Cl)ccc1[N+](=O)[O-]
    99, -2, 0, 5, -2, 0.9, -1.9, -6, 2, -1

Some of the compounds tested (hit frequency here may not be typical).
